Eya2 inh: Eya2 (human) phosphatase inhibition | actives 0.006% (n = 330,000) | recombinant Eya2, OMFP fluorescence dephosphorylation (OMFP is methylfluorescein phosphate) | Potency, µM (top dose mostly 76.9 µM), for inactives: top-dose activity, negative = inhibition, usual class: inhibitors | O00167; note: potency is the fitted concentration of half-maximal effect
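Eya2 (0.2 uM) preincubated 10 min at ambient with compound, then OMFP substrate added at 50 uM; 10 min reaction in 50 mM HEPES pH 7.5, 50 mM NaCl, 5 uM MgCl2, 0.05% BSA, 1 mM DTT. Fluorescence read at Ex 485/Em 525 nm.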
hERG WT inh: KCNH2 (human, wildtype) channel inhibition. U2OS, BacMam KCNH2, thallium flux FluxOr; stronger effect = lower value. activity change, % at 1.84 µM. actives 0.37% (n = 340,000). Q12809. AID 720551;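 active = maximum activity change below -70%; inconclusive = maximum activity change between -70% and -50%; inactive = maximum activity change above -50%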
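U2OS cells were transduced with wild-type KCNH2 virus (2.03 x 10^8 / mL) for 4 h at room temperature, then cultured overnight at 37 C. Thallium flux was read with FluxOr dye. Rate constants were normalized to DMSO controls.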
USP2a block: USP2a (human) protease inhibition; O75604; USP2 core, Ub-CHOP2 coupled fluorogenic reporter, 485/531; Potency, µM (doses to about 38.3 µM), inactives show at the highest dose activity change, negative = inhibition, actives largely listed as inhibitors; actives 0.01% (n = 330,000); AID 463254;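 note: potency is the fitted concentration of half-maximal effect; plate controls were DMSO wells for no effect and full inhibition by NEM control for full effect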
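Cell-free coupled assay: 10nM USP2 core preincubated 30min RT with compound in Tris-HCl pH 8.0/CaCl2/CHAPS buffer, then 25nM Ub-CHOP2 and 25nM reporter substrate; fluorescence (Ex 485/Em 531) read after 60min RT, normalized to NEM inhibition, concentration-response curves fitted.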
KCNH2 3.1 inh: KCNH2 3.1 (human) potassium channel inhibition | U2OS KCNH2 3.1, thallium flux FluxOr; stronger effect = lower value | activity change, % (tested at about 1.8 µM) | actives 0.95% (n = 340,000) | AID 720553;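 active = maximum activity change below -70%; inconclusive = maximum activity change from -70% to -50%; inactive = maximum activity change above -50%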;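 note: thallium influx rate constant from kinetic fluorescence after stimulation buffer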
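We transduce U2OS cells with the mutant 3.1 virus, culture them overnight, load FluxOr with Red40 quencher for 45 min, then add stimulation buffer and read kinetically for 2 min to derive a normalized rate constant.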
Giardia kill: kills Giardia lamblia; actives 0.15% (n = 340,000); Giardia lamblia trophozoite viability; activity change, % at 7.66 µM, hits read low; in the data active = activity change below about -80%; inconclusive = between about -30% and that limit;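 note: parasites exposed to compound for two days anaerobically before the ATP read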
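Compounds were tested on trophozoites seeded at 100 cells/well and held 48 hrs at 37 deg C anaerobically. An ATP-based luminescent kit measured the remaining live cells.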
Coupling enz: inhibits coupling enzyme system, counter-screen for aldolase hits; coupling enzyme system counterscreen, AmpLite Red fluorescence; actives 0.67% (n = 290,000); activity change, negative = inhibition, % at 58.2 µM, hits read low; in the data active = activity change below about -30%
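Counterscreen of the coupled detection system alone, without aldolase: glyceraldehyde-3-phosphate coupling enzymes plus AmpLite Red readout. Compounds at 57.5 uM final, 10 min RT preincubation, 20 min RT reaction, fluorescence 525/598 nm.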
GALK inh: blocks human galactokinase activity. P51570. Purified GALK, Kinase-Glo residual ATP luminescence. actives 0.007% (n = 270,000). Potency, µM (top dose mostly 57.5 µM), inactives show at the top dose activity change, negative = inhibition, most hits filed as inhibitors; note: potency is the fitted concentration of half-maximal effect
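5 nM enzyme, 35 uM ATP, 100 uM galactose, 20 mM HEPES pH8.0, 5 mM MgCl2; 1 h RT; residual ATP by Kinase-Glo Plus luminescence, qHTS format.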
B2AR arrestin: recruits beta-arrestin to the human beta2-adrenergic receptor; P07550; beta-arrestin recruitment to beta2AR, cell-based reporter; Potency, µM (doses to about 46.1 µM), for the others: at the highest dose activation, actives largely listed as activators; actives 0.02% (n = 330,000); AID 492947;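 note: potency is the fitted concentration of half-maximal effect; 0% = DMSO controls and full agonism = EC100 isoproterenol or metaproterenol; nearly all actives have a fitted effect of over 65% in size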
Target sequence (P07550 whole entry, looked up): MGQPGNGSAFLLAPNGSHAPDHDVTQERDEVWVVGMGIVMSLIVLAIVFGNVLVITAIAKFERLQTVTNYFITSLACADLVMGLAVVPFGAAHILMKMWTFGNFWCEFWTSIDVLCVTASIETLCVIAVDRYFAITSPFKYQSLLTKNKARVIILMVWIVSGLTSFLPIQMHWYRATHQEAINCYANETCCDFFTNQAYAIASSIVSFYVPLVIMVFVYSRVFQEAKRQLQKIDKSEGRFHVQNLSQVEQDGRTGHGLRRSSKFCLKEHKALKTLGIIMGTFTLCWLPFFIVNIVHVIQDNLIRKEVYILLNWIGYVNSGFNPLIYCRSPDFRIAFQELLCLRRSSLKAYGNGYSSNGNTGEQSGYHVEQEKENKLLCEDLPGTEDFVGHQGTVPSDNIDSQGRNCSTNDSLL
PKM2 act: activators of human pyruvate kinase M2; P14618; purified PKM2, Kinase-Glo ATP luminescence, activation; response scale: 0% is enzyme alone, no compound; Potency, µM (doses to about 57.5 µM), inactives show at the highest dose activation, usual class: activators; actives 0.34% (n = 260,000); note: potency is the fitted concentration of half-maximal effect; nearly all actives have a fitted effect of over 55% in size
Target sequence (P14618 whole entry, looked up): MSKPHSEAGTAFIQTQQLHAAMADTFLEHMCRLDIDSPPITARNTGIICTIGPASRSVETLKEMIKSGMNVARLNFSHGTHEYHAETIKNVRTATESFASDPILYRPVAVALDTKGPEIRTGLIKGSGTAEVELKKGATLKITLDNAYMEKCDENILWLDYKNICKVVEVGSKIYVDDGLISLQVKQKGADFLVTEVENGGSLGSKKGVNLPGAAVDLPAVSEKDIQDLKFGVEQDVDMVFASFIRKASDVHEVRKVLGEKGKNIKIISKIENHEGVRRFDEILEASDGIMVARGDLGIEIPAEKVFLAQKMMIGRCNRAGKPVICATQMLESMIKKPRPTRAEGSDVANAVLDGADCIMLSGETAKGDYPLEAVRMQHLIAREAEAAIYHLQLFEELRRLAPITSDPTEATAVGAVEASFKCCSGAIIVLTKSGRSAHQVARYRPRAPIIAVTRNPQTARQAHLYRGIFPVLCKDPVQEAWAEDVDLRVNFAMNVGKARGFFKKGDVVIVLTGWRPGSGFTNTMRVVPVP
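ATP formation by purified human PK-M2, quantified via coupled luciferase luminescence after 1 h at room temperature with 0.1 mM ADP and 0.5 mM PEP final.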
uPA generation: inhibitors of cell surface uPA generation. cell surface uPA generation assay, qHTS. Potency, µM (titrated, usually from 38.3 µM), for inactives: top-dose activity change, negative = inhibition, actives largely listed as inhibitors. actives 0.31% (n = 330,000); active = well fitted inhibition curve with a large enough effect; inconclusive = small, poorly fitted or top-dose-only effect; inactive = no such curve, though single readings can be large or run the other way; tested in mouse RAW 264.7 cells; note: potency is the fitted concentration of half-maximal effect; nearly all actives have a fitted effect of over 55% in size
Chronic BCR inh: blocks chronic active B-cell receptor signaling | ABC-DLBCL IkBa-CBG/CBR reporter, luminescence ratio, 4 h | Potency, µM (doses to about 46.1 µM), inactives show top-dose ratio change, negative = lower green/red ratio, hits mostly inhibitors | actives 0.05% (n = 340,000) | AID 493014; active = well fitted inhibition curve with a large enough effect in the signal ratio, with a control signal flat, not every such curve was filed as active; inconclusive = small, poorly fitted or top-dose-only effect, or effect the other way, or a change in a side signal; the % refers to the signal ratio;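 note: potency is the fitted concentration of half-maximal effect; plate controls were basal doxycycline-induced cells for no effect and cells given 10 µM MG132 for full effect; MG132 reads +100%, hits lower the ratio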
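TMD8 ABC-DLBCL cells carrying doxycycline-inducible green luciferase fused to IkappaBalpha plus unfused red luciferase were exposed to compounds (up to 46 uM) for 4 hrs at 37C. Activity came from the overlap-corrected green/red luminescence ratio.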
* hit, by the source's call; [ ] = dose if it differs, or a comment. Unless noted, calls come from the whole dose curve; as a rule, active = well fitted curve in the direction sought with a large enough effect; inconclusive = small, poorly fitted or top-dose-only effect, or another doubt; inactive = no such curve, though single readings can be large; an effect the other way counts as inactive or inconclusive. Unless noted, % is set by controls: 0 for no effect and ±100 for the full control effect. Rows were taken by chance; any-hit rate near 2.4%.

What do the screens show for `Cn1c(=O)[nH]c(=O)c2c1nc([N+](=O)[O-])n2Cc1ccccc1`?
Eya2 inh: 3%; hERG WT inh: 4; USP2a block: 0%; KCNH2 3.1 inh: -4; Giardia kill: 2; Coupling enz: -45*; GALK inh: 7%; B2AR arrestin: -0.1%; PKM2 act: 23%; uPA generation: -18%; Chronic BCR inh: inconclusive

How did COc1ccc(C2=NN(C(=O)c3cccc([N+](=O)[O-])c3)C(c3cccc([N+](=O)[O-])c3)C2)cc1 (stereo not given) do in these assays?
Eya2 inh: 19%; hERG WT inh: 5; USP2a block: 0%; KCNH2 3.1 inh: -14; Giardia kill: 0; Coupling enz: -1; GALK inh: 2%; B2AR arrestin: 0.0%; PKM2 act: 0%; uPA generation: 6%; Chronic BCR inh: inconclusive

What do the screens show for `CN(C)Cc1nnnn1-c1ccccc1`?
Eya2 inh: 10%; hERG WT inh: 1; USP2a block: 7%; KCNH2 3.1 inh: -3; Giardia kill: -21; Coupling enz: 1; GALK inh: -3%; B2AR arrestin: -0.9%; PKM2 act: -4%; uPA generation: 2%; Chronic BCR inh: -9%

Results for CC(=O)Nc1sc(/C(C#N)=C/c2ccc(Cl)c(Cl)c2)nc1-c1ccc(C)cc1 ?
Eya2 inh: 13%; hERG WT inh: -8; USP2a block: 6%; KCNH2 3.1 inh: 15; Giardia kill: 11; Coupling enz: -44*; GALK inh: 2%; B2AR arrestin: -0.2%; PKM2 act: -22%; uPA generation: 8%; Chronic BCR inh: 0%

What do the screens show for `CN1C(=O)CC(C(=O)O)SC1=Nc1ccc(F)cc1` (stereo not given)?
Eya2 inh: -1%; hERG WT inh: -18; USP2a block: 2%; KCNH2 3.1 inh: 7; Giardia kill: 22; Coupling enz: -1; GALK inh: 0%; B2AR arrestin: -1.0%; PKM2 act: -2%; uPA generation: 6%; Chronic BCR inh: 0%

Results for CCn1c(SCC(=O)NCC2CCCO2)nnc1-c1ccc(S(=O)(=O)N2CCN(C)CC2)cc1 (stereo not given) ?
Eya2 inh: -4%; hERG WT inh: -2; USP2a block: -16%; KCNH2 3.1 inh: -4; Giardia kill: 4; Coupling enz: 3; GALK inh: 0%; B2AR arrestin: 0.3%; PKM2 act: 1%; uPA generation: 2%; Chronic BCR inh: 4%

How did O=C(OC(C(=O)Nc1ccc(Cl)c(C(F)(F)F)c1)c1ccccc1)C1=COCCO1 (stereo not given) do in these assays?
Eya2 inh: -2%; hERG WT inh: -2; USP2a block: 0%; KCNH2 3.1 inh: -1; Giardia kill: 35[activator]; Coupling enz: -2; GALK inh: 0%; B2AR arrestin: -0.8%; PKM2 act: 3%; uPA generation: -2%; Chronic BCR inh: inconclusive

How did N#C/C(=C1\CCCN1)c1nc(-c2ccccc2)cs1 do in these assays?
Eya2 inh: 2%; hERG WT inh: -9; USP2a block: 1%; KCNH2 3.1 inh: 2; Giardia kill: 5; Coupling enz: 3; GALK inh: -4%; B2AR arrestin: 0.0%; PKM2 act: 7%; uPA generation: 4%; Chronic BCR inh: inconclusive

How did O=C(NC(=S)NC1CCS(=O)(=O)C1)c1ccccc1 (stereo not given) do in these assays?
Eya2 inh: 1%; hERG WT inh: -10; USP2a block: -1%; KCNH2 3.1 inh: -3; Giardia kill: 2; GALK inh: -7%; B2AR arrestin: -1.0%; PKM2 act: -5%; uPA generation: -8%; Chronic BCR inh: 0%

What do the screens show for `Cn1nc(C(=O)NC2CCCC2)c2ccccc2c1=O`?
Eya2 inh: 19%; hERG WT inh: -16; USP2a block: -1%; KCNH2 3.1 inh: -2; Giardia kill: -7; B2AR arrestin: -0.2%; uPA generation: 5%; Chronic BCR inh: inconclusive

What do the screens show for `CC(=O)NCCOc1cccc2ccccc12`?
Eya2 inh: 3%; hERG WT inh: 3; USP2a block: 0%; KCNH2 3.1 inh: 1; Giardia kill: -8; Coupling enz: -17; GALK inh: 1%; B2AR arrestin: -0.4%; PKM2 act: 15%; Chronic BCR inh: inconclusive

Results for CCc1nc2cccnc2n1-c1ccc(CC(=O)O)cc1 ?
Eya2 inh: 8%; hERG WT inh: -15; USP2a block: 1%; KCNH2 3.1 inh: 3; Giardia kill: 2; Coupling enz: 2; GALK inh: 3%; B2AR arrestin: -0.3%; uPA generation: -2%; Chronic BCR inh: 3%

Results for Cc1ccc(C(=O)NCC(=O)OCC(=O)Nc2ccccc2[N+](=O)[O-])cc1 ?
Eya2 inh: 5%; hERG WT inh: -3; USP2a block: 3%; KCNH2 3.1 inh: 7; Giardia kill: -19; Coupling enz: -1; GALK inh: 2%; B2AR arrestin: 2.2%; PKM2 act: 0%; uPA generation: 18%; Chronic BCR inh: inconclusive

What do the screens show for `C=CCNc1nc(N(c2ccccc2)c2ccccc2)nc(-n2ccnc2)n1`?
Eya2 inh: -7%; hERG WT inh: -5; USP2a block: 2%; Giardia kill: -4; Coupling enz: 1; GALK inh: -1%; B2AR arrestin: 0.0%; PKM2 act: 3%; uPA generation: 1%; Chronic BCR inh: 0%

What do the screens show for `COc1ccc(C(=O)NC(CC(=O)O)c2cc([N+](=O)[O-])ccc2Cl)c(SC)c1` (stereo not given)?
Eya2 inh: 2%; hERG WT inh: -1; USP2a block: 0%; KCNH2 3.1 inh: -1; Giardia kill: -25; Coupling enz: 15; GALK inh: -2%; B2AR arrestin: 0.0%; PKM2 act: 4%; uPA generation: -4%; Chronic BCR inh: inconclusive

Results for COc1cc(OC)c(NC(=O)Cn2cnc3sc(C)c(S(=O)(=O)N4CCOCC4)c3c2=O)cc1Cl ?
Eya2 inh: 9%; hERG WT inh: 6; USP2a block: 1%; KCNH2 3.1 inh: 16; Giardia kill: 2; Coupling enz: 0; GALK inh: -1%; B2AR arrestin: -0.2%; PKM2 act: 7%; uPA generation: -2%; Chronic BCR inh: -1%

Results for O=C(COC(=O)c1ccccc1C(=O)N1CCN(c2ccccc2)CC1)Nc1ccccc1 ?
Eya2 inh: -15%; hERG WT inh: -3; USP2a block: 4%; KCNH2 3.1 inh: -24; Giardia kill: 10; Coupling enz: 0; GALK inh: -2%; B2AR arrestin: 0.0%; PKM2 act: -1%; uPA generation: -3%; Chronic BCR inh: -8%

Results for CCN(CC(=O)NCc1ccc(F)cc1)C(=O)/C=C/c1ccc(OC)c(S(=O)(=O)NC(C)C)c1 ?
Eya2 inh: 2%; hERG WT inh: 46; USP2a block: 3%; KCNH2 3.1 inh: -11; Giardia kill: 26; Coupling enz: 2; GALK inh: 0%; B2AR arrestin: -0.8%; PKM2 act: -5%; uPA generation: -13%; Chronic BCR inh: inconclusive

How did CCCC(=O)N(CCc1ccccc1)Cc1nc2ccccc2c(=O)[nH]1 do in these assays?
Eya2 inh: 5%; hERG WT inh: 1; USP2a block: -1%; KCNH2 3.1 inh: 11; Giardia kill: -27; Coupling enz: 0; GALK inh: 7%; B2AR arrestin: 2.3%; PKM2 act: 18%; uPA generation: 4%; Chronic BCR inh: inconclusive

How did CC(C)n1cc(CN2CCC(C(=O)Nc3cccc(-c4cscn4)c3)CC2)cn1 do in these assays?
Eya2 inh: -1%; hERG WT inh: 28; USP2a block: 0%; KCNH2 3.1 inh: -3; Giardia kill: 1; Coupling enz: -4; GALK inh: 8%; B2AR arrestin: 0.3%; PKM2 act: 0%[0.46 µM]; uPA generation: -5%; Chronic BCR inh: 2%

How did Cc1ccc(OCC(=O)N(Cc2cccc(Cl)c2)C2CCS(=O)(=O)C2)cc1C (stereo not given) do in these assays?
Eya2 inh: -9%; hERG WT inh: -1; USP2a block: 0%; KCNH2 3.1 inh: 1; Giardia kill: inconclusive; Coupling enz: -1; GALK inh: 9%; B2AR arrestin: -0.2%; uPA generation: -7%; Chronic BCR inh: inconclusive

How did Cc1cc(NC(=O)CSc2nc3ccccc3c(=O)n2CCCC(=O)NCc2ccccc2)n[nH]1 do in these assays?
Eya2 inh: 3%; hERG WT inh: -25; USP2a block: 1%; KCNH2 3.1 inh: 14; Giardia kill: -16; Coupling enz: 4; GALK inh: -2%; B2AR arrestin: -0.8%; PKM2 act: 8%; Chronic BCR inh: -6%

How did O=C(N/N=C/c1cccc(O)c1)c1ccc(-n2cnnn2)cc1 do in these assays?
Eya2 inh: -20%; hERG WT inh: 4; USP2a block: 0%; KCNH2 3.1 inh: -2; Giardia kill: -19; B2AR arrestin: -0.2%; uPA generation: 2%; Chronic BCR inh: -6%

Nothing new here: 2 of the compounds above.
How did Cc1cc(NC(=O)CSc2nc3ccccc3c(=O)n2CCCC(=O)NCc2ccccc2)n[nH]1 do in these assays?
Eya2 inh: 3%; hERG WT inh: -25; USP2a block: 1%; KCNH2 3.1 inh: 14; Giardia kill: -16; Coupling enz: 4; GALK inh: -2%; B2AR arrestin: -0.8%; PKM2 act: 8%; Chronic BCR inh: -6%

How did O=C(N/N=C/c1cccc(O)c1)c1ccc(-n2cnnn2)cc1 do in these assays?
Eya2 inh: -20%; hERG WT inh: 4; USP2a block: 0%; KCNH2 3.1 inh: -2; Giardia kill: -19; B2AR arrestin: -0.2%; uPA generation: 2%; Chronic BCR inh: -6%

Assay outcomes from PubChem.
